KB-3-1 tox = KB-3-1 parental cell cytotoxicity; KB-3-1 viability, CellTiter-Glo ATP luminescence, 72 h; Potency, µM (highest dose often 46.1 µM), for the others: at the highest dose activity change, negative = cytotoxic, hits mostly cytotoxic; 1.4% of 400,000 active; AID 1347075; note: potency is the fitted concentration of half-maximal effect; % is set by controls: 0 for no effect and ±100 for the full control effect; nearly all actives have a fitted effect of over 60% in size
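Cytotoxicity in the drug-sensitive parental line KB-3-1 was scored as loss of CellTiter-Glo luminescence following 72 h incubation with compound. Values come from curve fitting of normalized concentration-response data.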
HT1080 IDH1KD tx = HT-1080 IDH1 knockdown cell toxicity (counter line); HT-1080 IDH1 knockdown viability, ATP luminescence, 48 h; Potency, µM (doses to about 46.1 µM), inactives show top-dose activity, negative = toxicity, usual class: cytotoxic; 2% of 360,000 active; AID 686971;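 note: potency is the fitted concentration of half-maximal effect; 0% = DMSO wells and -100% = cell-free medium wells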
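Cytotoxicity counter-line: IDH1KD HT-1080, 48 h, CellTiter-Glo. Curves classed by r2, magnitude and activity.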
HEK293 tox = cytotoxicity in counter-screen for GLP-1R inverse agonists; Potency, µM (series often up to 38.3 µM), for inactives: top-dose activity change, negative = inhibition, usual class: inhibitors; HEK293 cAMP-luciferase reporter cells, luminescence, 24 h; AID 624418; 0.13% of 410,000 active;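 note: loss of luciferase light is scored as toxicity; potency is the fitted concentration of half-maximal effect; % is set by controls: 0 for no effect and ±100 for the full control effect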
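Compound-treated cells are incubated 24 hr at 37 deg C under 5% CO2 after a 12 hour attachment period, then luciferase detection reagent is added and luminescence is measured following 12 min at room temperature; lowered signal indicates toxicity.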
MCF10A rerep = inducers of DNA re-replication in MCF 10A breast cells | MCF 10A DNA re-replication, Hoechst nuclear intensity, 48 h | Potency, µM (titrated, usually from 46.1 µM), inactives show at the highest dose activity, positive = re-replication, actives largely listed as activators | 2.9% of 350,000 active; note: potency is the fitted concentration of half-maximal effect; % of control where 0% means no effect; nearly all actives have a fitted effect of over 50% in size
HT1080NT lethal = kills 2HG-producing HT-1080-NT fibrosarcoma cells. 1.6% of 360,000 active. HT-1080-NT fibrosarcoma viability, CellTiter-Glo ATP luminescence, 48 h. Potency, µM (titrated, usually from 46.1 µM), inactives show top-dose activity, negative = less viability, most hits filed as cytotoxic;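 note: NT is the 2HG producing partner of a matched IDH1 knockdown line; potency is the fitted concentration of half-maximal effect; 0% = DMSO-treated cells and -100% = media-only wells without cells; nearly all actives have a fitted effect of over 55% in size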
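Read-out is CellTiter-Glo luminescence after 10 minutes at room temperature, following 48 hours' compound treatment of HT-1080-NT cells (750 cells/well, RPMI, 5% FBS, 37 degrees C).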
SW480 rerep = inducers of DNA re-replication in SW480 colon cancer cells | SW480 DNA re-replication, Hoechst DNA content imaging, 48 h | Potency, µM (top dose mostly 46.1 µM), for the others: at the highest dose re-replication activation, actives largely listed as activators | 1.8% of 340,000 active; note: potency is the fitted concentration of half-maximal effect; % of control where 0% means no effect; nearly all actives have a fitted effect of over 55% in size
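Readout is total intensity of Hoechst-stained nuclei, excited at 405 nm and collected at 500-530 nm. Compound treatment lasted 48 hr at 37 C in 5% CO2 before staining.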
IL-1B inflam inh = blocks inflammasome-driven IL-1 beta release; activity change, % at 57.5 µM; THP-1 LPS/ATP IL-1B secretion, AlphaLISA, 16 h; hits give low values; AID 743279; 4.7% of 360,000 active; in the data active = activity change below about -50%; inconclusive = mostly about -30% to -49%; note: % is set by controls: 0 for no effect and ±100 for the full control effect
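THP-1 cells pretreated 1 hr with compounds (up to 57.5 uM final), then stimulated with LPS (250 ng/mL final) plus ATP (1.25 mM final); secreted IL-1B measured by AlphaLISA after 16 hr, decreased signal indicating inhibition.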
KB-V1 MDR tox = kills drug-selected multidrug resistant KB-V1 cells; 3.4% of 400,000 active; KB-V1 MDR cells viability, CellTiter-Glo, 72 h; AID 1347076; Potency, µM (series often up to 46.1 µM), for the others: at the highest dose activity change, negative = cytotoxicity, hits mostly cytotoxic; note: potency is the fitted concentration of half-maximal effect; % is set by controls: 0 for no effect and ±100 for the full control effect; nearly all actives have a fitted effect of over 60% in size
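KB-V1, DMEM (no phenol red) + 10% FBS; cpd pin-transferred, titration series; 72 h, 37 degrees C; CellTiter-Glo, luminescence. Data normalized, curve-fit.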
DRD3 agonist = activates the human D3 dopamine receptor | D3R DiscoveRx beta-arrestin cells, luminescence, 90 min | max activation, % | 0.58% of 410,000 active; in the data active = max activation above about 30%; note: 0% is about no effect; mostly tested at two doses, the higher about 12 µM
Target sequence (P35462 whole entry, looked up): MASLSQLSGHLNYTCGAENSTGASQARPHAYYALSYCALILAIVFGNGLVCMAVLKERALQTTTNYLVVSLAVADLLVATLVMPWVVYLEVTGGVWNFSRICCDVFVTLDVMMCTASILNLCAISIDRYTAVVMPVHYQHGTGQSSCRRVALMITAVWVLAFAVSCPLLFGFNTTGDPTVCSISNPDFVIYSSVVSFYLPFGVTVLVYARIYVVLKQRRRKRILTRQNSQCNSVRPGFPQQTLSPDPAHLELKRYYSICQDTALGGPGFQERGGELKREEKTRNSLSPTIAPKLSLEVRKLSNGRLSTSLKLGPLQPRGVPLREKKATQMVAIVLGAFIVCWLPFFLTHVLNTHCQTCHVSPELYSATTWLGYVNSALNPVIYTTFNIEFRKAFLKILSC
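Agonist mode: compounds and dopamine controls were applied to plated cells for 90 min at 37 degrees C after an overnight attachment at 1500 cells/well. Luminescent read-out followed 30 - 60 minutes at room temperature with DiscoveRx detection reagent.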
The depositor's hits bear a star; ? = inconclusive; . = no result given; [ ] = another dose, or the depositor's remark. Unless noted, calls come from the whole dose curve; as a rule, active = well fitted curve in the direction sought with a large enough effect; inconclusive = small, poorly fitted or top-dose-only effect, or another doubt; inactive = no such curve, though single readings can be large; an effect the other way counts as inactive or inconclusive.

Order of results – KB-V1 MDR tox	KB-3-1 tox	HT1080NT lethal	HT1080 IDH1KD tx	HEK293 tox	MCF10A rerep	IL-1B inflam inh	DRD3 agonist	SW480 rerep
Cc1ccc(S(=O)(=O)NCCC(=O)N2CCN(c3ccccc3)CC2)cc1C
    ?	-1%	-18%	?	6%	-36%[inhibitor]	-6	-26	4%
COc1cc(C(=O)NC(=S)Nc2ccccc2N2CCOCC2)cc(OC)c1OC
    ?	-15%	-29%	-26%	?	8%	-15	9	?
Cc1cccc(C(=O)NC(C(=O)Nc2cccc(S(=O)(=O)N3CCCC3)c2)C(C)C)c1 (stereo unspecified)
    0%	6%	1%	-7%	4%	-3%	1	-1	5%
O=C(O)c1ccc2c(=O)n3cc(C(=O)c4ccccc4O)cc(Cl)c3nc2c1
    1%	-14%	2%	1%	4%	?	-29	-1	?
Cc1c(Cl)cccc1NC(=O)c1ccco1
    18%	?	8%	22%	-4%	5%	-6	0	?
CCCCS(=O)(=O)NC(=O)C1(C)CCN1C(=O)C/C=C/c1ccccc1 (stereo unspecified)
    17%	0%	?	28%	-1%	.	0	0	.
CCC(C)NC(=O)C1(O)c2cc(Br)ccc2NC(=O)N1c1cccc(OC)c1 (stereo unspecified)
    -2%	-1%	-3%	-6%	4%	-9%	34	2	-3%
C#CC(C)(CC)NC(=O)Cn1nnc(-c2ccc(OCc3ccccc3F)cc2)n1 (stereo unspecified)
    -7%	0%	.	.	-7%	.	.	12	.
CCCCCCCCN1C(=O)[C@H](CC(=O)NCc2ccccc2)C[C@@]2(C(=O)OCC)CCC=C12
    ?	-3%	?	-28%	-8%	.	?	1	.
COC(=O)c1ccccc1NC(=O)CNC(=O)c1ccc(OC)cc1
    -17%	-9%	?	15%	-12%	0%	-5	5	-1%
Cc1ccc(C2(C)NC(=O)N(CC(=O)N3CCN(C(=O)c4cccs4)CC3)C2=O)cc1 (stereo unspecified)
    1%	-5%	3%[9.24 µM]	13%	3%	26%	15	1	-30%[inhibitor]
COc1ccc(/C=C(\NC(=O)c2ccc(OC)c(OC)c2)C(=O)N2CCN(C)CC2)cc1
    -1%	-1%	-16%	9%	-11%	?	-3	-13	-4%
Cc1c(C)c2c(c(C)c1O)CCC(C)(C(=O)O)O2 (stereo unspecified)
    14%	0%	-1%	8%	16%	-20%	0	12	-53%[inhibitor]
CC1C(C#N)=C(N)OC2=C1C(=O)CC(c1ccccc1)C2 (stereo unspecified)
    1%	-4%	3%	0%	-13%	-4%	-1	0	-5%
COc1ccc(/C=C/C(=O)NCCSCc2ccco2)cc1OC
    ?	4%	6%	-1%	6%	0%	15	1	24%
COc1ccc(CN2CCNC(=O)C2CC(=O)NCCc2cnccn2)cc1C (stereo unspecified)
    .	.	2%	5%	8%	4%	6	0	-1%
Cc1ccc(/C=C/C(=O)Nc2ccncc2)o1
    10%	-9%	10%	0%	15%	-2%	-22	-2	-2%
Cc1ccccc1OCC(=O)N(Cc1cccc(F)c1)C1CCS(=O)(=O)C1 (stereo unspecified)
    -11%	12%	5%	8%	-19%	3%	11	1	?
Cc1ccc(C)c(N2CCN(S(=O)(=O)c3ccc4c(c3)C(C(C)C)C(=O)N4)CC2)c1 (stereo unspecified)
    ?	-22%	.	.	21%	.	.	2	.
COCCCNCCOCCOc1ccc(C)cc1Br
    3%	0%	-5%	-13%	6%	0%	-13	-26	-4%
COc1ccc(S(=O)(=O)NC(C)C(=O)NCc2cccnc2)cc1C (stereo unspecified)
    -1%	-3%	-4%	0%	-2%	-2%	-4	-4	-4%
O=C1NCCN(CC2CCN(CC3CCCC3)CC2)C1=O
    -10%	-16%	-2%	11%	3%	?	23	-20	?
C=CCOc1cccn2c(N(C)C(=O)c3ccncc3)c(CC)nc12
    5%	0%	23%	8%	-5%	.	119	4	.
Cc1cccc(OCC(=O)N2CCC(N3CCOCC3)CC2)c1
    3%	8%	17%	23%	-11%	0%	-3	0	-1%
O=C(c1cc(-c2ccc(Br)cc2)n[nH]1)N1CCN(C(=O)c2ccccc2Br)CC1
    6%	-6%	-16%	0%	-1%	?	-11	-4	-1%
Cc1cccc(OCC(=O)OC(C)CN2CCCCC2)c1 (stereo unspecified)
    -3%	-7%	-1%	0%	-11%	?	31	-1	-32%
CCN(CCO)c1ccc(-n2c(N)c(C(=O)OC)c3nc4ccccc4nc32)cc1
    2%	-29%	1%	3%	-25%	?	-54*	-1	-8%
CCCCOc1ccc(C(=O)Nc2cc(-c3ccc(C)cc3)no2)cc1
    16%	-5%	.	.	-1%	.	.	-2	.
Cc1ccc(Cn2c(C)nc3ccc([N+](=O)[O-])cc3c2=O)cc1
    -18%	-5%	-2%	0%	-7%	-4%	-13	5	-8%
COc1ccc(C2CC(c3ccccc3O)=NN2C(=O)c2ccccc2)cc1OC (stereo unspecified)
    -1%	1%	-12%	-5%	-6%	-11%	-15	3	3%

Three of these compounds, set out differently.
| Molecule | KB-V1 MDR tox | KB-3-1 tox | HT1080NT lethal | HT1080 IDH1KD tx | HEK293 tox | MCF10A rerep | IL-1B inflam inh | DRD3 agonist | SW480 rerep |
| --- | --- | --- | --- | --- | --- | --- | --- | --- | --- |
| CCCCOc1ccc(C(=O)Nc2cc(-c3ccc(C)cc3)no2)cc1 | 16% | -5% | . | . | -1% | . | . | -2 | . |
| COc1ccc(CN2CCNC(=O)C2CC(=O)NCCc2cnccn2)cc1C (stereo unspecified) | . | . | 2% | 5% | 8% | 4% | 6 | 0 | -1% |
| Cc1ccc(C)c(N2CCN(S(=O)(=O)c3ccc4c(c3)C(C(C)C)C(=O)N4)CC2)c1 (stereo unspecified) | ? | -22% | . | . | 21% | . | . | 2 | . |

The main list resumes, repeating the 2 entries before the break.
Order of results – KB-V1 MDR tox	KB-3-1 tox	HT1080NT lethal	HT1080 IDH1KD tx	HEK293 tox	MCF10A rerep	IL-1B inflam inh	DRD3 agonist	SW480 rerep
Cc1ccc(Cn2c(C)nc3ccc([N+](=O)[O-])cc3c2=O)cc1
    -18%	-5%	-2%	0%	-7%	-4%	-13	5	-8%
COc1ccc(C2CC(c3ccccc3O)=NN2C(=O)c2ccccc2)cc1OC (stereo unspecified)
    -1%	1%	-12%	-5%	-6%	-11%	-15	3	3%
CCOc1ccc(NC(=O)C(C)O)c(NS(=O)(=O)c2ccc(CCNC(C)=O)cc2)c1 (stereo unspecified)
    1%	0%	10%	7%	8%	-5%	16	7	7%
O=C(O)CCCC(=O)OCCCCc1cccs1
    5%	15%	-4%	-3%	3%	-4%	2	2	-1%
COc1ccc(CN(C)C(=O)c2[nH]c(C)c(C(C)=O)c2C)c(OC)c1OC
    ?	-2%	-1%	-4%	16%	10%	74	4	2%
Cc1ccc(S(=O)(=O)NC(C)C(c2cccs2)N2CCN(c3ccccc3)CC2)cc1 (stereo unspecified)
    ?	?	0%	-16%	-6%	11%	24	-8	-4%
CCOC(=O)C(CC)N1CCN(Cc2ccc(F)cc2)C(=O)C1=O (stereo unspecified)
    -1%	-2%	.	.	-5%	.	.	5	.
O=C(Nc1ccc2c(c1)CCC2)c1ccc(Cl)nc1
    ?	?	-29%	-3%	0%	2%	36	-5	5%
Nc1ccc(C2(c3ccc(N)cc3)c3ccccc3C(=O)c3ccccc32)cc1
    -7%	-3%	-13%	-17%	-9%	14%	0	-14	?
Cc1ccc(NC(=O)C2CCN(S(=O)(=O)c3ccc4c(c3)CCCN4C(=O)C3CCC3)CC2)cc1
    -17%	-7%	.	.	16%	.	.	0	.
CCC(=O)Nc1nc2c(OC)ccc(C)c2s1
    19%	17%	-5%	8%	-19%	9%	21	1	-16%
COc1ccc(C(C)=O)cc1COC(=O)CNC(=O)C1CCCCC1
    ?	5%	1%	5%	-10%	2%	7	-1	-7%
CC(NC(=O)/C(C#N)=C/c1ccc(Cl)c([N+](=O)[O-])c1)c1ccccc1 (stereo unspecified)
    -11%	3%	?	?	-13%	?	-98*	0	-140%
CC1CCCCC1NC(=O)CCCN1C(=O)c2ccccc2C1=O (stereo unspecified)
    6%	?	-9%	0%	3%	0%	8	-2	2%
COc1ccc(O)c(C=NCC(C)N=Cc2cc(OC)ccc2O)c1 (stereo unspecified)
    7%	13%	-4%	-10%	0%	12%	-9	-2	8%
N#CC(=C(O)CN1CCN(c2ccccc2F)CC1)c1nc(-c2ccc(Cl)cc2)cs1
    -4%	-10%	-1%	-9%	-5%	-31%	-8	14	3%
CCn1c(=O)c(C(=O)NCc2ccccn2)c(O)c2ccccc21
    -5%	-25%	-11%	-13%	0%	?	-16	-7	?
COc1ccc([C@H]2C[C@H](n3cc(-c4ccc(F)cc4)nn3)[C@@H](O)CN2C(=O)C2CCCCC2)cc1
    -22%	-30%	-17%	-15%	-22%	.	-7	-3	.
CC1(C)Cc2c(C#N)c(N)sc(=S)c2CO1
    -11%	1%	-29%	0%[9.24 µM]	4%	-3%	27	-16	-2%
CC(=O)N/N=C/c1cc([N+](=O)[O-])ccc1OCCOc1ccccc1
    -2%	-16%	-10%	-3%	10%	4%	12	-12	21µM*
CSC1=N/C(=C\c2ccc(C)cc2)C(=O)S1
    24%	?	6%	6%	-9%	8%	25	1	-4%
COc1ccc(-c2[nH]ncc2CN2CCCC(C(=O)c3ccc(OC)cc3OC)C2)cc1 (stereo unspecified)
    -26%	-17%	-26%	-25%	-2%	-7%	?	-13	27%
CCCCOC(=O)C1=C(C)NC(=O)NC1c1cccc([N+](=O)[O-])c1 (stereo unspecified)
    -15%	-7%	-1%	-8%	-7%	-2%	-15	4	-19%
Cc1ccc(Cn2ccnc2C(=O)Nc2ccccc2)cc1
    4%	7%	7%	2%	-3%	1%	19	1	-7%
CC(=O)N1CCCc2cc(S(=O)(=O)N(C)CC(=O)Nc3ccc(C(C)C)cc3)ccc21
    0%	-4%	.	.	-12%	.	.	10	.
COc1ccc([C@H]2C[C@@H](n3cc(C4CC4)nn3)[C@H](O)CN2CC2CCCCC2)cc1
    ?	16µM*	?	?	?	.	-55*	-1	.
O=c1oc2ccccc2c(O)c1Sc1ccc(Cl)cc1
    14%	-3%	0%	-2%	4%	?	5	2	-2%
